Compound activity from PubChem.
Salmonella PhoP GFP: Inhibition of PhoP regulon, Salmonella typhi GFP reporter cells, confirmation, 4 h (AID 1850) | 310,000 compounds, 0.33% hits | Salmonella Typhi PhoP-promoter GFP reporter, fluorescence, 4 h; higher % means a stronger effect | one-dose inhibition, % at 50 µM; IC50 in µM for titrated hits; in the data active = a potency from the dose series; inconclusive = inhibition mostly from about 25% at the one dose, without a potency; inactive = the rest, 99 in 100 with inhibition below about 19%;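 also: 0% = induced wells with vehicle and 100% = uninduced wells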
VEEV TC-83 Vero: inhibitors of VEEV TC-83 cytopathic effect, confirmation, Vero cells (AID 588727); Vero cells, VEEV TC-83 cytopathic effect inhibition; higher % means a stronger effect; one-dose inhibition, % at 20 µM; IC50 in µM for titrated hits; 350,000 compounds, 0.13% hits; in the data active = a potency from the dose series; inconclusive = inhibition mostly from about 14% at the one dose, without a potency; inactive = the rest, 99 in 100 with inhibition below about 12%; also: strong numbers were not always called active
tuberculosis growth: growth inhibition of non-replicating M. tuberculosis (AID 488890); Mycobacterium tuberculosis non-replicating, growth inhibition; higher % means a stronger effect; inhibition, % at 25 µM, or IC50 in µM where a hit was titrated; 320,000 compounds, 0.39% hits; in the data active = a potency from the dose series; inconclusive = inhibition mostly from about 82% at the one dose, without a potency; inactive = the rest, 99 in 100 with inhibition below about 76%;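 also: plate controls were DMSO cells for no effect and high antibiotic wells for full effect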
M. tuberculosis HTS: M. tuberculosis growth inhibition, HTS (AID 449762). M. tuberculosis H37Rv growth inhibition, 7H9 media; higher % means a stronger effect. inhibition, % at 25 µM; hits with a dose series show IC50 in µM. 330,000 compounds, 0.59% hits; in the data active = a potency from the dose series; inconclusive = inhibition above about 70% without an active follow-up result;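 also: bacterial growth assessed after seven days of incubation; strong numbers were not always called active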
influenza NS1A: NS1A inhibition, H1N1 influenza, cell based functional assay (AID 504329) | NS1A functional cell-based assay, percent inhibition; higher % means a stronger effect | inhibition, % at 12.5 µM, or IC50 in µM where a hit was titrated | 340,000 compounds, 0.3% hits; in the data active = a potency from the dose series; inconclusive = inhibition above about 27% without an active follow-up result; also: strong numbers were not always called active
VEEV TC-83 Vero 10K pilot screen: also measured in VEEV TC-83 Vero; calls as there; inhibition, %; measured here: 10K pilot screen inhibition
An asterisk follows results filed as active; i = inactive; u = inconclusive; x = not tested or not shown.

SMILES	Salmonella PhoP GFP	VEEV TC-83 Vero	tuberculosis growth	M. tuberculosis HTS	influenza NS1A	others
Cc1ccc(NC(=O)CN(C)C(=O)Cc2ccc3c(c2)CCC3)cc1	x	0.2%	x	x	-5.0%
Cc1c(Cc2c(Cl)cccc2Cl)c(=O)ccn1C(C)c1ccccc1 (stereo unspecified)	x	2.2%	x	x	-4.2%
CC(=O)c1ccc(OCC(=O)NCC(c2ccco2)N2CCCCC2)cc1 (stereo unspecified)	-8.4%	0.8%	-2.4%	4.4%	-14.5%
CCOC(=O)Oc1ccc(C(=O)OCCCN(C)C)cc1OC	-4.7%	0.3%	-5.5%	1.8%	0.2%
COCC(C)NC(=O)c1cc2c(ccc3ccccc32)oc1=O (stereo unspecified)	8.1%	0.1%	-0.2%	-1.3%	-14.8%
CCOc1ccccc1NS(=O)(=O)c1cccc2nsnc12	-13.2%	0.5%	4.3%	4.0%	8.7%
Cc1cccc(C)c1NC(=O)CN(C)C(=O)CSCc1c(C)noc1C	-5.9%	1.7%	-2.2%	-1.7%	4.6%
Cc1ccc(C)c(NC(NC(=O)c2cccnc2)C(Cl)(Cl)Cl)c1 (stereo unspecified)	-9.8%	i	-10.8%	2.0%	2.5%
O=C(NCc1ccccc1)Nc1cccn(Cc2ccccc2F)c1=O	-4.5%	0.1%	-1.0%	-4.3%	3.7%
O=S1(=O)NC(=NCC(c2ccco2)N2CCCCC2)c2ccccc21 (stereo unspecified)	-0.2%	i	5.9%	-7.2%	8.1%
Cc1nc(N2CCN(C)CC2)c2c(C)c(C(=O)Nc3ccc(C)c(F)c3)sc2n1	-12.0%	10.3%	3.1%	4.1%	8.8%
CCOC(=O)N1CCN(c2c(N3CCN(c4ccc(F)cc4)CC3)c(=O)c2=O)CC1	7.5%	0.5%	-3.3%	5.0%	-9.6%

Sorted by molecular weight (smallest number first): some entries from above
SMILES	Salmonella PhoP GFP	VEEV TC-83 Vero	tuberculosis growth	M. tuberculosis HTS	influenza NS1A	others
COCC(C)NC(=O)c1cc2c(ccc3ccccc32)oc1=O (stereo unspecified)	8.1%	0.1%	-0.2%	-1.3%	-14.8%
CC(=O)c1ccc(OCC(=O)NCC(c2ccco2)N2CCCCC2)cc1 (stereo unspecified)	-8.4%	0.8%	-2.4%	4.4%	-14.5%
Cc1c(Cc2c(Cl)cccc2Cl)c(=O)ccn1C(C)c1ccccc1 (stereo unspecified)	x	2.2%	x	x	-4.2%

Filtered by structure: the compounds so far containing four or more nitrogen atoms.
SMILES	Salmonella PhoP GFP	VEEV TC-83 Vero	tuberculosis growth	M. tuberculosis HTS	influenza NS1A	others
Cc1nc(N2CCN(C)CC2)c2c(C)c(C(=O)Nc3ccc(C)c(F)c3)sc2n1	-12.0%	10.3%	3.1%	4.1%	8.8%
CCOC(=O)N1CCN(c2c(N3CCN(c4ccc(F)cc4)CC3)c(=O)c2=O)CC1	7.5%	0.5%	-3.3%	5.0%	-9.6%

Remaining list, next part:
SMILES	Salmonella PhoP GFP	VEEV TC-83 Vero	tuberculosis growth	M. tuberculosis HTS	influenza NS1A	others
CC(NC(=O)COc1ccccc1)C(=O)OCC(=O)c1cc2ccccc2o1 (stereo unspecified)	-6.0%	0.4%	38.5%	11.6%	2.9%
COc1cccc(NC(=O)c2ccccc2NC(=O)c2ccncc2)c1	x	10.2%	18.2%	8.7%	-9.8%
Nc1nnc(SCC(=O)N2CCCCC2)s1	-1.0%	1.9%	0.8%	-5.4%	-5.1%
CCn1nnnc1SCC(=O)Nc1nc2ccccc2s1	2.9%	i	-13.7%	-4.0%	11.6%
O=C(c1cccnc1Cl)N1CCOCC1	-3.2%	i	-2.4%	2.6%	-15.5%
COc1cccc(CNC(=O)Cn2ccc3cc(S(=O)(=O)N4CCCC4)ccc32)c1	-12.9%	1.4%	-0.4%	-8.7%	3.2%
COc1ccc(S(=O)(=O)N2CCN(C)CC2)cc1Br	2.3%	0.9%	-14.4%	1.9%	3.1%
O=C(N/N=C/c1sc(=O)n(-c2ccccc2)c1Cl)c1ccncc1	-10.2%	3.4%	15.6%	u	-2.6%
COc1ccccc1NC(=O)NC1(C)CCS(=O)(=O)C1 (stereo unspecified)	x	4.6%	x	x	7.0%
c1ccc(Oc2cnc3ccccc3n2)cc1	2.9%	0.2%	2.3%	1.3%	-17.5%
Cc1ccc(N2C(=O)CC3(CCCC3)CC2=O)cc1	9.4%	1.7%	2.7%	12.5%	-8.2%
C[n+]1cc(C(=O)N2CCCCC2)ccc1/C=C/c1c[nH]c2ccccc12	-103.0%	0.9%	3.5%	-2.4%	5.8%
CN(C(=O)COC(=O)CSc1ccc(C(N)=O)cc1[N+](=O)[O-])C1CCCCC1	0.0%	0.6%	2.3%	-0.7%	-2.6%
CCOC(=O)C1=NN(C(=O)COc2ccccc2)C(O)(c2ccc(Br)cc2)C1 (stereo unspecified)	-43.3%	0.7%	28.5%	0.1%	-15.6%
COc1cc(C(=O)N2CCN(C/C=C/c3ccccc3)CC2)cc(OC)c1C	0.9%	i	16.4%	54.0%	4.4%
COc1cc(C(=O)NCc2cccc3ccccc23)ccc1OCc1ccccc1	-5.9%	2.0%	11.3%	0.3%	6.7%
Cc1cc(C)nc(NS(=O)(=O)c2ccc(NS(=O)(=O)c3ccsc3)cc2)n1	9.2%	i	-6.0%	-3.3%	x
Cc1cccc(OCc2nnc(N)s2)c1	-0.1%	i	-8.6%	-1.5%	0.9%
O=C(Cn1cc(C(F)(F)F)cc(Cl)c1=O)Nc1cccc(Cl)c1	-9.2%	1.5%	-15.3%	4.9%	-3.9%
COc1ccc(S(=O)(=O)Nc2ncccc2C)c2ccccc12	1.6%	0.9%	-19.8%	-33.6%	0.2%
COCCn1c(C)cc(C(=O)COC(=O)c2[nH]c(C)c(C(C)=O)c2C)c1C	x	7.8%	-10.3%	1.0%	-15.8%
CC(C)Sc1nnc([C@H](Cc2ccccc2)NC(=O)OC(C)(C)C)o1	-9.1%	0.6%	9.7%	9.8%	x
Cc1cc(=O)oc2cc(OC(C)C(=O)Nc3nccs3)ccc12 (stereo unspecified)	-8.3%	0.2%	21.1%	2.0%	-3.1%
Nc1nc(N)nc(-c2cc([N+](=O)[O-])ccc2O)n1	x	i	-17.5%	-4.6%	2.8%
CCO[C@@H]1OC(C(=O)N2CCOCC2)=C[C@H](C)[C@H]1CCCO	3.2%	0.4%	-16.2%	-9.5%	-1.1%	VEEV TC-83 Vero 10K pilot screen=0.9
O=C(NC(C(=O)c1ccccc1)N1CCOCC1)c1ccccc1 (stereo unspecified)	-0.4%	8.1%	-14.6%	1.4%	8.9%
O=C(c1ccc(NS(=O)(=O)c2ccccc2)cc1)N1CCCCCC1	-5.2%	0.9%	11.5%	-8.2%	-4.3%
CCOc1ccc(NC(=O)N(C2CCCCCC2)C2CCN(C(C)=O)CC2)cc1	2.6%	0.8%	77.1%	u	-1.9%
O=C(Nc1cc(Cl)ccc1O)c1snnc1-c1ccccc1	-10.7%	6.0%	42.9%	-11.5%	7.7%	VEEV TC-83 Vero 10K pilot screen=3.9
CCCCN1C(=O)C(=O)N(CC(=O)Nc2ccc(C(N)=O)cc2)C1=O	x	0.9%	1.4%	6.8%	7.8%
Cc1nn(CC(=O)N2CCc3ccccc3C2)c(C)c1[N+](=O)[O-]	-2.7%	i	14.9%	-8.2%	-2.6%
CCOC(=O)c1cnc(-n2nc(C)cc2C)nc1Nc1cccc(C(=O)O)c1	-2.5%	0.4%	7.7%	19.4%	0.9%
COc1ccc(-c2cc(C(=O)N3CCN(Cc4ccc5c(c4)OCO5)CC3)on2)cc1OC	9.0%	3.1%	15.0%	2.4%	4.7%
CCCCC(=O)Nc1c(-c2cccc(OC)c2)c(=O)c2ccccc2n1C	-18.6%	i	-8.0%	-10.7%	2.9%
CCOC(=O)c1ccc(S(=O)(=O)Nc2cc(C(=O)O)ccc2Cl)cc1	-0.5%	0.6%	6.1%	13.5%	6.3%
N#C/C(=C/c1cn[nH]c1-c1ccc(Br)cc1)C(=O)O	3.2%	i	4.0%	0.2%	-3.9%
COc1ccccc1CC(=O)Nc1ccc(NC(=O)c2cccs2)cc1	-10.2%	2.0%	-22.8%	-8.7%	-6.8%
CS/C(N)=N/C(=S)Nc1cccc(Cl)c1	-0.1%	1.2%	u	u	2.3%
O=C(CCc1ccccc1)NCc1ccccn1	4.5%	0.6%	34.9%	-3.2%	-6.2%
CCOC(=O)C1C(=O)OC(C)(C)C1C(CC)C(=O)c1c(C)cc(C)cc1C (stereo unspecified)	0.2%	i	31.5%	-0.1%	x
COC(=O)CSc1nc2cc(OC)ccc2n1C	0.1%	i	10.9%	7.2%	-11.4%
COc1ccc(OCCNC(=O)c2cccc(Oc3ccc(C(F)(F)F)cc3[N+](=O)[O-])c2)cc1	-2.9%	i	21.6%	0.7%	0.6%
COc1ccc(S(N)(=O)=O)cc1C(=O)OCC(=O)Nc1sccc1C#N	x	1.0%	-13.9%	-6.6%	-1.6%
CCOC(=O)c1oc2ccc(S(=O)(=O)Nc3ccc4c(c3)n(C)c(=O)n4C)cc2c1C	-13.9%	i	7.2%	1.1%	-7.0%
CCCCOc1ccc(C2CCC(C(C)=O)C(C)C2)cc1 (stereo unspecified)	6.2%	i	11.0%	3.3%	12.5%
CC(=O)NCc1ccc(-c2csc(NC(=O)CCCc3nc4ccccc4c(=O)[nH]3)n2)cc1	x	2.1%	31.7%	1.5%	-6.9%
CCN(CC)S(=O)(=O)c1ccc(C)c(NC(=O)CN(C)C)c1	9.0%	0.1%	-13.6%	-0.1%	10.4%
COc1ccc(OC)c(NC(=O)CSc2nc(=O)n(CCN3CCOCC3)c3c2CCC3)c1	0.0%	1.7%	-5.5%	-2.5%	-13.2%

Looked up by compound from above, 3 records:
SMILES	Salmonella PhoP GFP	VEEV TC-83 Vero	tuberculosis growth	M. tuberculosis HTS	influenza NS1A	others
CCOC(=O)C1=NN(C(=O)COc2ccccc2)C(O)(c2ccc(Br)cc2)C1 (stereo unspecified)	-43.3%	0.7%	28.5%	0.1%	-15.6%
O=C(Nc1cc(Cl)ccc1O)c1snnc1-c1ccccc1	-10.7%	6.0%	42.9%	-11.5%	7.7%	VEEV TC-83 Vero 10K pilot screen=3.9
COc1cc(C(=O)N2CCN(C/C=C/c3ccccc3)CC2)cc(OC)c1C	0.9%	i	16.4%	54.0%	4.4%

(more compounds)
SMILES	Salmonella PhoP GFP	VEEV TC-83 Vero	tuberculosis growth	M. tuberculosis HTS	influenza NS1A	others
CCOc1ccc(S(=O)(=O)N2CCc3ccccc3C2)cc1	-8.6%	7.1%	30.0%	-2.1%	10.2%
COC(=O)C1=CNC=C(C(=O)OC)C1c1cccc(OC)c1	3.8%	2.0%	-18.2%	-4.3%	5.0%	VEEV TC-83 Vero 10K pilot screen=1.9
CCCn1c(CC)nc([N+](=O)[O-])c1S(=O)(=O)c1ccccc1	0.1%	i	u	7.8µM*	-1.4%
CC(=O)Nc1ccc(S(=O)(=O)NCCNC(=O)c2ccccc2F)cc1	3.7%	2.7%	4.1%	-2.6%	-5.1%
Cc1ccc(Cl)cc1N1CCN(S(=O)(=O)c2cnc[nH]2)CC1	-5.7%	3.1%	-9.7%	0.0%	-5.8%
CCN(C(=O)c1cnc2scc(C)n2c1=O)c1ccccc1C	5.8%	i	5.1%	-2.4%	2.4%
CCOC(=O)c1[nH]c2ccc(F)cc2c1NC(=O)CN1CCN(C/C=C/c2ccccc2)CC1	-5.2%	8.7%	65.3%	19.1µM*	1.5%
N#CCCCn1c(-c2ccccc2)noc1=O	0.6%	1.2%	0.4%	-1.2%	10.4%
